# Bioassay records: PubChem, Sanford-Burnham Center for Chemical Genomics
# EphA4 KYL inhibition: inhibitors of EphA4 binding to KYL peptide, primary screen, biochemical, colorimetric, mouse EphA4 (AID 689). one-dose inhibition, % at 10 µM; IC50 in µM for titrated hits. EphA4-AP binding to KYL peptide, pNPP A405; higher % means a stronger effect. Ephrin type-A receptor 4 (Mus musculus). 0.1% of 62,000 active; in the data active = a potency from the dose series; inactive = the rest, 99 in 100 with inhibition below about 22%
# Starred values were filed as active, the others as inactive; & = joins results of further samples. The list is partial, so the mix of outcomes need not match the whole.
EphA4 KYL inhibition | mol
1% | CCOC(=O)N1CCC(NC(=O)c2ccc3c(c2)ncn3C2CCCC2)CC1
0% | CCOc1cc(CNCCSc2nnnn2C)cc(Br)c1OCc1ccccc1F
5% | CCOC(=O)CN(C(=O)Cn1nnc2ccccc21)C(C(=O)NCCOC)c1ccccc1 (stereo not drawn)
-3% | CC(C)CCNC(=O)Cc1c(C(=O)O)[nH]c2ccc(Cl)cc12
11% | COCCn1nnnc1C(C(C)C)N1CCC(Cc2ccccc2)CC1 (stereo not drawn)
-7% | Cc1cc(=O)[nH]c2c1c(C)nn2C1CCOC(C)(C)C1 (stereo not drawn)
11% | COc1cc(C(c2nnnn2C(C)(C)C)N2CCN(C)CC2)cc(OC)c1OC (stereo not drawn)
2% | O=S(=O)(c1ccc(F)cc1)N1CCN(CC(O)COCc2cccs2)CC1 (stereo not drawn)
8% | COc1ccc(Cl)cc1C(=O)Nc1cccc(Br)c1
-1% | COc1cc(CNn2c(C)n[nH]c2=S)cc(Cl)c1OCc1ccccc1
1% | O=C(NC(CO)(CO)CO)c1coc(=O)c(Br)c1
-9% | N/C(=N\OC(=O)c1ccco1)c1ccc(Br)cc1
-10% | O=C(O)C1CCC(=O)N(C2CC2)C1c1ccccc1 (stereo not drawn)
0% | c1ccc(N2CCOCC2)c(Nc2nc3ccccc3n3cnnc23)c1
-11% | Cc1cccc(OCC(=O)NC(=S)N2CCCc3ccccc32)c1
-1% | CCCCOc1ccc(NC(=O)CSc2nnnn2-c2ccccc2)cc1
9% | CCOc1cccc(C(=O)Nc2nnc(-c3ccco3)s2)c1
-12% | CCOc1ncccc1C(=O)OCC(=O)c1cc(C)n(Cc2ccco2)c1C
-9% | CCn1c(SCc2cccc(C)c2)nnc1-c1ccccc1
0% | CC1(C)CC(=O)c2cnc(NC(=O)C3CCCC3)nc2C1
-14% | COc1ccc(N2CC(C)Cn3c2nc2c3c(=O)n(Cc3ccc(F)cc3)c(=O)n2C)c(OC)c1 (stereo not drawn)
-5% | CC(C)c1ccc(CNc2cc(N3CCN(S(=O)(=O)c4ccccc4)CC3)ccc2[N+](=O)[O-])cc1
-3% | Cc1ccc(C2/C(=C(/O)c3ccc(Br)cc3)C(=O)C(=O)N2Cc2ccco2)o1 (stereo not drawn)
-4% | CCn1c(SCC(=O)Nc2nc(C)cs2)nnc1C(C)NC(=O)c1ccccc1 (stereo not drawn)
15% | COc1ccc(Cl)cc1S(=O)(=O)N1CCCC1
-12% | CC(=O)CSc1nnc(NC(=O)CCc2ccccc2)s1
7% | COc1cccc(-c2csc3nnc(SCC(=O)NCc4cccs4)n23)c1
-7% | N#CC(/C(=N/S(=O)(=O)c1cccs1)c1ccccc1)c1nc2ccccc2[nH]1 (stereo not drawn)
-1% | Cc1cccc(C)c1NC(=O)CSc1nc(C)c(CC(=O)c2ccc(Br)cc2)c(C)c1C#N
-20% | O=C(CCSc1nnc(-c2ccncc2)o1)Nc1ccc(F)cc1

# 3 neighbouring records out of the list so far:
EphA4 KYL inhibition | mol
-7% | N#CC(/C(=N/S(=O)(=O)c1cccs1)c1ccccc1)c1nc2ccccc2[nH]1 (stereo not drawn)
-1% | Cc1cccc(C)c1NC(=O)CSc1nc(C)c(CC(=O)c2ccc(Br)cc2)c(C)c1C#N
-20% | O=C(CCSc1nnc(-c2ccncc2)o1)Nc1ccc(F)cc1

# (cont.)
EphA4 KYL inhibition | mol
-6% | Cc1onc(-c2ccccc2)c1-c1n[nH]c(=S)n1-c1ccccc1Cl
4% | CC(=O)NC(N1CCCCC1)C(F)(F)C(F)(F)C(F)(F)C(F)F (stereo not drawn)
4% | Nc1c(C(=O)NCc2ccc3c(c2)OCO3)nnn1-c1ccc(OC(F)(F)F)cc1
0% | CCCCCN1CC(O)=C(c2nc(-c3ccc(Cl)cc3)cs2)C1=N
-14% | O=C(/C=C/c1ccccc1)N1CCCN(C(=O)/C=C/c2ccccc2)CC1
2% | CCc1cc(/C(Cc2ccccn2)=N\O)c(O)cc1O
-16% | CC(C)C(c1nnnn1Cc1cccs1)N1CCN(c2ccccc2)CC1 (stereo not drawn)
6% | Cc1ccc(S(=O)(=O)N2CCCc3ccccc32)cc1C
-5% | Cn1nc(C(=O)Nc2ccc(S(=O)(=O)N3CCCCC3)cc2)ccc1=O
-18% | CCN(CC(=O)NCc1ccc(F)cc1)CC(O)COCc1cccc(OC)c1 (stereo not drawn)
-7% | O=C(NCC(=O)N(c1ccc(F)cc1)C(C(=O)NCC1CCCO1)c1ccccc1)c1ccco1 (stereo not drawn)
3% | Cc1ccc2c(CSc3nc4nc(C)cc(C)n4n3)cc(=O)oc2c1
-16% | O=C(CN1CCN(Cc2ccccc2Cl)C1=O)NC1CCCCCCC1
-15% | N#CNC1=NCN(CCc2ccccc2)CN1
3% | CCOC(=O)c1sc2nc3c(cc2c1N)COC(C(C)C)C3 (stereo not drawn)
-3% | N#C/C(C(=O)N1CCOCC1)=c1\s/c(=C/c2ccncc2)c(=O)n1-c1ccccc1
39% | CCOc1ccc(N2C(=O)/C(=C/c3cc(OC)c(OC)c(OC)c3)N(CC(=O)OC)C2=S)cc1
-5% | Cc1cccc(OCCCOc2cccc3cccnc23)c1C
-10% | COc1cc(-c2nnc(SC/C=C/c3ccccc3)n2N)cc(OC)c1OC
-10% | COC(=O)C1=C(O)/C(=C\c2ccc(C(=O)O)cc2)N=C1C
-8% | CCCS(=O)(=O)N1CCCC(C(=O)NCCCN(CC)c2cccc(C)c2)C1 (stereo not drawn)
1% | O=C(COC(=O)c1c2c(nc3ccccc13)CCCC2)c1cccs1
-6% | CCCc1nn(C)c2c1C(c1ccncc1)C(C#N)=C(N)O2 (stereo not drawn)
-6% | CN(CC(=O)O/N=C(\N)c1ccccn1)S(=O)(=O)c1cc(Cl)ccc1Cl
4% | COc1ccc(OC)c(/C=C2/C(=O)NN(c3ccc(C)cc3)C2=O)c1
-8% | CC(C)CC(=O)Nc1ccc(F)c(Cl)c1
-11% | Cc1cc2ccccc2nc1SCC(=O)N1CCCC1
-4% | COc1ccc(CN=CC2=C(O)CC(C)(C)CC2=O)cc1
4%&-6% | Cc1ccc(OC(=O)C23CC4CC(CC(C4)C2)C3)c(C)n1
-5% | CC(C)(C)NC(=O)C(c1cccs1)N(CC1CCCO1)C(=O)Cn1nnc(-c2cccs2)n1 (stereo not drawn)
-14% | CC(=O)c1ccc(NC(=O)c2ccccc2C)cc1
-12% | CCc1ccc(OCC(=O)N2CCN=C2c2ccccc2)cc1
-11% | COc1cccc(NC(=O)Cc2nnc(SCC(=O)NC(C)c3ccccc3)n2C)c1 (stereo not drawn)
-15% | O=C(Nc1ncc2c(n1)-c1ccccc1OC2)c1ccccc1Cl
-6% | O=C(Cc1ccccc1)NCCSCc1ccc(Cl)cc1
-1% | O=C(Nn1cnnc1)c1ccc(F)c(S(=O)(=O)N2CCCCC2)c1
6% | Cc1ccccc1-c1nn2c(-c3ccccc3)nnc2s1
-6% | CC(=O)Nc1ccc(NC(NC(=O)c2cccc(I)c2)C(Cl)(Cl)Cl)cc1 (stereo not drawn)
10% | COc1ccccc1C1CC(c2ccc(C)cc2)=NN1C(=O)CCC(=O)O (stereo not drawn)
-19% | CC(/C=C\c1cccnc1)=C/C(=O)O
-13% | CCOC(=O)C1CCN(C(=O)CSc2nnc(-c3ccco3)n2-c2ccccc2)CC1
-12% | Cc1nnc(SCC(=O)c2cc(C)n(C3CC3)c2C)s1
4% | CC(Oc1ccc2oc(-c3ccccc3)c(C(=O)O)c2c1)C(=O)O (stereo not drawn)
-20% | C[n+]1cc(-c2ccccc2)n2c1CCCCC2
-14% | CC(C)N1C(=O)CCC1C(=O)N1CCCc2ccccc21 (stereo not drawn)

# Twelve structures from above, arranged by count of non-hydrogen atoms, descending.
EphA4 KYL inhibition | mol
-5% | CC(C)(C)NC(=O)C(c1cccs1)N(CC1CCCO1)C(=O)Cn1nnc(-c2cccs2)n1 (stereo not drawn)
-13% | CCOC(=O)C1CCN(C(=O)CSc2nnc(-c3ccco3)n2-c2ccccc2)CC1
10% | COc1ccccc1C1CC(c2ccc(C)cc2)=NN1C(=O)CCC(=O)O (stereo not drawn)
-6% | CC(=O)Nc1ccc(NC(NC(=O)c2cccc(I)c2)C(Cl)(Cl)Cl)cc1 (stereo not drawn)
-1% | O=C(Nn1cnnc1)c1ccc(F)c(S(=O)(=O)N2CCCCC2)c1
-12% | CCc1ccc(OCC(=O)N2CCN=C2c2ccccc2)cc1
-4% | COc1ccc(CN=CC2=C(O)CC(C)(C)CC2=O)cc1
-12% | Cc1nnc(SCC(=O)c2cc(C)n(C3CC3)c2C)s1
-14% | CC(=O)c1ccc(NC(=O)c2ccccc2C)cc1
-20% | C[n+]1cc(-c2ccccc2)n2c1CCCCC2
-8% | CC(C)CC(=O)Nc1ccc(F)c(Cl)c1
-19% | CC(/C=C\c1cccnc1)=C/C(=O)O

# Additional entries follow:
EphA4 KYL inhibition | mol
-6% | CCOc1ccc(OCC(=O)c2c(O)c3ccccc3oc2=O)cc1
-11% | O=C(COC(=O)c1ccccn1)c1ccc(Br)cc1
4% | COc1ccc(-c2noc(-c3cc(C)cc(C)c3)n2)cc1OC
-5% | COc1ccc(N=C2SC(C(=O)Nc3ccc4c(c3)OCO4)CC(=O)N2C)cc1 (stereo not drawn)
-4% | O=C(N/N=C/C=C/c1ccccc1)c1ccc(Br)cc1
1% | CC1CN(S(=O)(=O)c2ccc(-c3nc4ccccc4s3)cc2)CC(C)O1 (stereo not drawn)
-6% | O=C(/C=C/c1ccc2ccccc2c1)c1ccoc1
-13% | COc1ccc(NC(=O)NCc2cccn2C)c(OC)c1
-12% | c1csc(CNCCCN2CCOCC2)c1
2% | CC(=O)c1ccc(OCC(O)CN2CCCC(C)C2)cc1 (stereo not drawn)
2% | CCOC(=O)Cc1c(C)nc2c(-c3ccccc3)c(C)[nH]n2c1=O
-3% | O=C(NCc1cccs1)C1CCC(CNS(=O)(=O)c2cccc3nsnc23)CC1 (stereo not drawn)
-17% | CCOC(=O)c1cccc(NC(=O)CCc2c(C)nc3ncnn3c2C)c1
9% | Cc1oc2cc(O)cc(O)c2c(=O)c1-c1ccc2c(c1)OCCCO2
10% | Cc1ccc(NC(=O)c2ccc(OCc3ccccc3)cc2)c([N+](=O)[O-])c1
-2% | CCOC(=O)c1[nH]c(C)c(C(=O)Nc2ccc(C)c(C)c2)c1C
-14% | COc1nc(N(C#N)CC(N)=O)nc(N2CCCC2)n1
0% | CCOC(=O)c1c(-c2ccccc2)oc2cc(Br)c(OCC)cc12
3% | CCOC(=O)C(C(=O)Nc1nc2ccccc2s1)C1CCCCC1 (stereo not drawn)
-6% | Cc1ccc(C(C)C)c(OCC(=O)Nc2ccc3c(c2)nc(CN2CCCC2)n3C)c1
-14% | CCN(CC)c1ccc2cc(C(=O)Nc3ccc(-n4cnnn4)c(OC)c3)c(=O)oc2c1
3% | COC(=O)c1[nH]c2ccc(C)cc2c1NC(=O)C(C)N1CCN(C2CCCCC2)CC1 (stereo not drawn)
-7% | CCC1=NC(c2ccc(OC)cc2)N(O)C1(C)C (stereo not drawn)
6% | COc1cc(C(=O)NCCC(=O)NCCCN2CCCCC2C)cc(OC)c1OC (stereo not drawn)
-10% | O=C(NCCCN1CCN(Cc2ccccc2)CC1)c1nnc(Cc2c(F)cccc2Cl)o1
-2% | CCC(=O)Nc1nc(=S)ss1
-5% | CCN(CC)C(=S)SCC(=O)c1ccc(F)cc1
-7% | CCOc1ccc(/C=N/N2CCN(c3ccccc3OC)CC2)cc1OC
2% | CC(OC(=O)CN(C)S(=O)(=O)c1ccc(Cl)cc1)C(=O)Nc1ncc(Cl)cc1Cl (stereo not drawn)
10% | O=C(NCCOc1ccccc1F)c1ccc(Br)cc1
-1% | COc1ccc(C2(C)SC(NC(C)=O)=NN2C(C)=O)cc1 (stereo not drawn)
5% | CC(C)OCCCNC(=O)c1ccncc1
-11% | Cc1ccc(NC(CNS(=O)(=O)c2ccc(Cl)cc2)c2ccccc2)cc1 (stereo not drawn)
0% | COc1ccc(Br)cc1C1CC(=O)N2CN(Cc3ccccc3)CSC2=C1C#N (stereo not drawn)
-3% | CCc1cc(=O)oc2cc(C)cc(OC(C)C(=O)O)c12 (stereo not drawn)
-20% | C/C(=N\NC(N)=O)C1(C)CCCCC1
-6% | O=C(CSc1nc2ccccc2c(=O)n1-c1ccccc1)Nc1ccc(F)cc1
5% | CCc1ccc(NCCC(=O)c2ccc(Cl)c(Cl)c2)cc1
-2% | Cc1ccc2c(c1)N(C(=O)CSc1nncn1C)C(C)(C)c1ssc(=S)c1-2
-11% | Cc1c(C#N)c2ccccc2n1CC(=O)NCC1CCCO1 (stereo not drawn)
-4% | COc1cnc(N(C)C)nc1Sc1ccc(Cl)cc1
-7% | COc1ccccc1-c1nc(C#N)c(N2CCC(C(N)=O)CC2)o1
-5% | CC(OC(=O)CN1C(=O)NC(C)(C)C1=O)C(=O)c1ccccc1 (stereo not drawn)
-3% | O=C(Cn1cccc1)Nc1ccc(OC(F)(F)F)cc1
0% | O=C1CC(c2cccs2)Cc2nc(NCC3CCCO3)ncc21 (stereo not drawn)
-1% | COc1ccc(OC)c(N(CC(=O)Nc2cccc(C(F)(F)F)c2)S(C)(=O)=O)c1
-22% | CC(=O)C1=C(O)C(=O)N(c2cc(C(C)(C)C)on2)C1c1ccc(Br)cc1 (stereo not drawn)
-1% | CC(=O)OCCNC(=O)c1cccnc1
-5% | CC1=C(C(=O)O)N2C(=O)C(NC(=O)c3nn(C)cc3Cl)C2SC1 (stereo not drawn)
13µM* | CCN(CC)CCCN(Cc1cc2cc3c(cc2[nH]c1=O)OCCO3)C(=O)Nc1ccccc1
12% | CC(=O)N1c2ccccc2C(=O)OC1c1cccnc1 (stereo not drawn)
-6% | Cc1ccccc1-n1ncc2c([N+](=O)[O-])cc([N+](=O)[O-])cc21
-4% | Cc1cccc(N2CCN(C(=O)C3CCN(S(=O)(=O)c4cccc5cccnc45)CC3)CC2C)c1 (stereo not drawn)
13% | Cc1ccccc1NCc1ccccc1O
-8% | CCOC(=O)CC(/C(C)=N\O)c1ccccc1 (stereo not drawn)
-7% | CC(NC(=O)C1CCN(c2nnc(-n3cccc3)s2)CC1)C12CC3CC(CC(C3)C1)C2 (stereo not drawn)
